H9c2 TAG inh: inhibitors of triacylglycerol accumulation | H9c2 cells, Nile Red lipid (TAG) fluorescence; cells loaded with 200 µM oleic acid | inhibition, % at 12.5 µM | hit rate 0.66% among 230,000;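 active = pattern-corrected inhibition of lipid staining of at least 50% with the nuclear-stain viability signal not falling by more than 50%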;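 note: 0% = DMSO wells and 100% = triacsin C control wells; some results filed as inactive read as strong as hits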
H9c2 TAG inh DAPI viability: further read-out of H9c2 TAG inh, marked with its call; DAPI nuclei signal change (viability), lower = more cytotoxic, %;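 whole-well DAPI fluorescence read on a plate reader as a viability signal; minus 50 percent equals half of cells still viable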
* hit, by the source's call.

Sample of the layout (2 entries):
Compound | H9c2 TAG inh | H9c2 TAG inh DAPI viability
COC(=O)[C@@H]1C[C@@]2(O)[C@@H](O)[C@@H](O)[C@@H](O)C[C@H]2N1C/C=C/c1ccccc1 | -15 | 10
O=C(Nc1ccc2oc(=O)ccc2c1)c1ccc(-c2cccc(Cl)c2)o1 | 7 | 0

The list itself (from the top)
Compound | H9c2 TAG inh | H9c2 TAG inh DAPI viability
COC(=O)[C@@H]1C[C@@]2(O)[C@@H](O)[C@@H](O)[C@@H](O)C[C@H]2N1C/C=C/c1ccccc1 | -15 | 10
O=C(Nc1ccc2oc(=O)ccc2c1)c1ccc(-c2cccc(Cl)c2)o1 | 7 | 0
CC(C)C[C@H]1CN([C@@H](CC(C)C)CN2CCCC2CN2C(=S)NC[C@@H]2Cc2ccc(O)cc2)C(=S)N1CC1CCCCC1 (stereo partly drawn) | 23 | -52
CC(C)[C@@H]1COC(c2cccc(C3=N[C@H](C(C)C)CO3)c2)=N1 | -25 | -2
Cn1c(Cl)c(/C=N/OC(=O)c2ccccc2Cl)c2ccccc21 | 9 | -4
CSc1ncccc1C(=O)OCn1nnc2ccccc2c1=O | -2 | -12
C=CCn1c(SCC(=O)N(CC)C2CCS(=O)(=O)C2)nc2sc3c(c2c1=O)CCC3 (stereo not drawn) | 2 | -5
O=C1CC(c2ccccc2)CC(O)=C1C=NCCc1ccccc1 (stereo not drawn) | 7 | -6
Cc1ccc(OCC(=O)Nc2ccc(N3CCN(S(C)(=O)=O)CC3)cc2)c(C)c1 | 21 | -18
COc1ccc(N2CCCC2=N)c(OC)c1 | 2 | -4
COCCNc1cc(C)nc2ccccc12 | -23 | 15
O=C(Nc1ccc(C(=O)N2CCCC2)cc1)c1ccccc1Br | 5 | 4
[O-][n+]1c2c(nn1-c1ccccc1)/C(=N/O)CCC2 | -3 | -3
CC(=O)c1c(C)[nH]c(C(=O)OCC(=O)N2CCc3ccccc3C2)c1C | -14 | 5
Cc1ccc(N=Nc2ccc(O)cc2)c(Br)c1 | 3 | -1
O=C(O)c1cccc2c1-c1c(cccc1[N+](=O)[O-])C2 | 6 | -3
O=C(CN1C(=O)c2ccccc2C1=O)OCc1nc2ccsc2c(=O)[nH]1 | 5 | -9
CC(C)C(=O)OCC(=O)NCc1ccccc1Cl | -7 | 3
COc1ccc(-c2ccc3oc(-c4ccsc4)cc(=O)c3c2)cn1 | -16 | 8
COC(=O)c1cc(-c2ccccc2)n[nH]1 | -4 | 8
CC(C)C(=O)Nc1ccccc1Cc1ccccc1 | -18 | 7
COc1ccc(CCN2C(=O)CC(Cc3cccc(C)c3)C2=O)cc1OC (stereo not drawn) | 7 | -18
COc1cc(C(O)c2nc(-c3ccc(F)cc3OC)cs2)ccc1F (stereo not drawn) | -9 | 8
COc1ccccc1Nc1ncc(C(=O)N2CCN(Cc3ccc(OC)c(OC)c3OC)CC2)c2ccccc12 | 10 | -3
Cc1ccc(N=C2SCCCN2C(=O)c2cccc(N3C(=O)CCC3=O)c2)cc1Cl | -18 | 3
COc1ccccc1OCC(=O)Nc1ccc(-c2nnc(-c3ccco3)o2)cc1 | -20 | 14
Cc1c(C(=O)N2CCCC2)nnn1-c1nonc1N | 16 | -20
C=C(CC[C@@H](O)C(C)(C)O)[C@H]1CC[C@]2(C)[C@@H]1CCC1[C@@]3(C)CCC(=O)C(C)(C)C3CC[C@]12C (stereo partly drawn) | 7 | -3
O=C(NCc1ccc(F)cc1)c1cc(S(=O)(=O)N2CCCCC2)c[nH]1 | -4 | 4
CCS(=O)(=O)Nc1cccc(-c2nc3cccnc3s2)c1C | 2 | 17
CC(OC(=O)[C@@H](NS(=O)(=O)c1ccccc1)C(C)C)C(=O)c1c(N)n(C)c(=O)n(C)c1=O (stereo partly drawn) | 1 | -2
NC(=O)C12C(=O)NC(=O)C1(C(=O)O)C21CCCC1 (stereo not drawn) | -4 | 5
N#Cc1ccccc1S(=O)(=O)N1CCN(c2nc(-c3cccnc3)nc3ccccc23)CC1 | 24 | 5
COc1ccc(C(C(O)C(=O)c2c[nH]c3ccccc23)N2CCN(c3ccccc3)CC2)cc1 (stereo not drawn) | 50 | -3
CC1=NN2C(=N)/C(=C\c3cc(C)n(-c4ccc(C)cc4)c3C)C(=O)N=C2S1 | 7 | 0
CC(=O)Nc1ccc(S(=O)(=O)N2CCC(n3cnc4cc(F)ccc43)CC2)cc1 | -28 | 11
Cc1[nH]c2ccc(F)cc2c1CCN1C(=O)OC(C)(C)C1(C)O (stereo not drawn) | 1 | -9
c1ccc(CSc2nnc([C@@H]3CCCN3)o2)cc1 | -10 | 10
CCCCNC(=O)CN1C(=O)NC(CCc2ccccc2)C1=O (stereo not drawn) | -27 | 1
O=C1Nc2ccc3sc4ccccc4c3c2C1=O | 0 | 3

Rewritten with two lines to a compound: 7 of the compounds above
Sequence of screens – H9c2 TAG inh	H9c2 TAG inh DAPI viability
O=C(Nc1ccc2oc(=O)ccc2c1)c1ccc(-c2cccc(Cl)c2)o1
    7	0
CSc1ncccc1C(=O)OCn1nnc2ccccc2c1=O
    -2	-12
C=C(CC[C@@H](O)C(C)(C)O)[C@H]1CC[C@]2(C)[C@@H]1CCC1[C@@]3(C)CCC(=O)C(C)(C)C3CC[C@]12C (stereo partly drawn)
    7	-3
NC(=O)C12C(=O)NC(=O)C1(C(=O)O)C21CCCC1 (stereo not drawn)
    -4	5
CC(C)C(=O)Nc1ccccc1Cc1ccccc1
    -18	7
CC(C)C(=O)OCC(=O)NCc1ccccc1Cl
    -7	3
O=C(NCc1ccc(F)cc1)c1cc(S(=O)(=O)N2CCCCC2)c[nH]1
    -4	4

Additional records:
Compound | H9c2 TAG inh | H9c2 TAG inh DAPI viability
Cc1ccc2nc(-c3ccc(SCC(=O)O)nc3)[nH]c2c1 | -6 | 3
O=C1NC(=O)/C(=C\c2ccc(N3CCOCC3)o2)N1 | 11 | -10
COc1cccc(OC)c1C(=O)Nc1ccc(CN2CCOCC2)cc1 | -10 | 15
CCn1c(SCC(=O)NC2CCCC2)nnc1-c1ccccn1 | 3 | 7
COc1ccc(C(=O)Nc2ccc(S(=O)(=O)NC(C)(C)C)cc2)cc1[N+](=O)[O-] | 18 | -14
Clc1ccc2nc(-c3ccccc3)nc(C(Cl)Cl)c2c1 | 120 | -83
COc1ccccc1N1CCN(C(=O)CSc2nnc(NC(=O)C3CC3)s2)CC1 | 24 | -9
COc1ccc(C)cc1NC(=O)CCN1CCCC1 | 0 | -5
CN(C)/C=N/N(C)c1ncccc1[N+](=O)[O-] | -17 | 4
Cc1c(CN2CCC(Oc3ccc(C(=O)N4CCCCC4)cc3)CC2)cnn1C | -1 | 5
CCOC(=O)c1nnn(-c2nonc2N)c1CSc1nnc(N)s1 | -1 | -11
N#CCCn1cc(C(=O)NCc2ccccc2)c(-c2cccs2)n1 | 5 | -4
O=C(NCCOC(=O)c1ccc(Cl)c(S(=O)(=O)N2CCCCC2)c1)c1ccncc1 | -26 | -2
Cc1ccccc1NC(=O)c1ccc(-c2ccc(Cl)cc2Cl)o1 | -20 | -5
O=C(CCCc1ccccc1)Nc1nnc(C(F)(F)F)s1 | 1 | 3
CCCOc1ccc(N2CC(C(=O)Nc3ccccc3C(=O)NC)CC2=O)cc1 (stereo not drawn) | -14 | 2
Cc1onc(-c2c(F)cccc2Cl)c1C(=O)Nc1ccc(S(=O)(=O)Nc2ncccn2)cc1 | -9 | 11
CCN1CCN(C(=O)C(C)Nc2cc(Cl)c(OC)cc2OC)CC1 (stereo not drawn) | 7 | -5
COc1ccc(-c2nc3n(n2)C(c2ccccc2)C2=C(CCCC2=O)N3)cc1OC (stereo not drawn) | 12 | -11
Cc1nc2c(-c3ccc(F)cc3)c(C)nn2c(C)c1CCC(=O)N1CCN(c2ccccn2)CC1 | 6 | -2
Cc1ccc(S(=O)(=O)N2CCN(CCc3ccncc3)CC2)cc1 | -7 | -1
CCOC(=O)[C@@H]1[C@H]2COc3cc(OC)ccc3[C@@H]2N2C(=O)N(c3cccc(F)c3)C(=O)[C@]12C | -3 | 3
O=C(NCCCN1CCOCC1)c1ccccc1NS(=O)(=O)c1ccc(F)cc1 | 15 | 4
CC(C)(C)NC(=O)NC(=O)COC(=O)c1cc[n+]([O-])cc1 | 4 | 5
Cc1ccc(-n2nc(C)c(=O)c(-c3ccccc3)c2NC(=O)c2cccs2)cc1 | 2 | 3
CC(C(=O)NCc1cccs1)N1CCN(S(=O)(=O)c2ccc3c(c2)OCCCO3)CC1 (stereo not drawn) | 0 | -7
O=c1oc(-c2ccccc2NS(=O)(=O)c2ccccc2)nc2ccccc12 | 2 | -2
CCCC1(C(=O)OCC)NC(c2ccco2)C2C(=O)N(C)C(=O)C21 (stereo not drawn) | 12 | -2
Cc1cc(C(=O)N/N=C/c2cccn2C)n[nH]1 | 3 | 6
c1ccc2c(c1)C1=NCCN1c1ccccc1-2 | 107 | -66
CC(=O)n1cc(C(C[N+](=O)[O-])SCCN)c2ccccc21 (stereo not drawn) | -12 | 8
COc1ccc(CN(C(=S)Nc2ccccc2)C2CC(=O)N(c3ccc(Cl)cc3)C2=O)cc1 (stereo not drawn) | -10 | 1
COc1cccc(OC)c1C(=O)Nc1sc2c(c1C(N)=O)CCCC2 | 0 | -1
O=C(c1ccc(Cl)cc1)c1cccc(O)c1 | -8 | 2
CC1=C(C(=O)OCc2ccccc2)C(/C=C/c2ccccc2)NC(=S)N1 (stereo not drawn) | -9 | 6
COc1ccc(N(CC(=O)Nc2ccccc2C(=O)N2CCCC2)S(=O)(=O)c2ccccc2)cc1 | 4 | -3
CCOc1cc(C(=O)NCc2ccc(C)cc2)ccc1OCC(=O)N1CCOCC1 | 2 | -11
CC(C)(C)c1ccc(NC(=O)c2cc(C3CCCN(C(=O)CCc4ccccc4)C3)on2)cc1 (stereo not drawn) | 36 | 16
CC(C)(C)OC1NS(=O)(=O)OCC1NCOC(Cl)(Cl)Cl (stereo not drawn) | -1 | 2
CC(C)NC(=S)N/N=C/c1ccc(C(C)(C)C)cc1 | 17 | -14
COc1ccc(Cl)cc1NC(=O)COC(=O)c1ccc(C)o1 | -4 | -1
COc1cc(-c2nc3cc(C)ccn3c2NC2CCCCC2)ccc1-c1ccc(C(C)=O)cc1 | 8 | 109
COc1ccccc1OCC(=O)NNC(=O)Nc1ccccc1 | 5 | -5
CCCCOC(=O)c1ccc(NC(=S)NC(=O)c2ccco2)cc1 | 21 | -1
COc1ccc(NC(=O)NC(C)c2ccc3c(c2)OCO3)c(OC)c1 (stereo not drawn) | -34 | -1
CC(=O)c1ccc(C(=O)Nc2nnc(-c3ccc(Cl)cc3)o2)cc1 | -7 | -3
O=C(NCC1(N2CCCCC2)CCCCC1)c1cccc(S(=O)(=O)Nc2ccc(F)cc2)c1 | 6 | 0
CCOc1ccc(-c2noc(=O)[nH]2)cc1 | -12 | 2
C/C(=N\NC(=O)c1ccc(NS(=O)(=O)c2cccs2)cc1)c1ccc2c(c1)OCO2 | 7 | -2
O=C1CC(c2ccsc2)Sc2ccccc2N1 (stereo not drawn) | -3 | 3
CCSc1nc2sc3c(c2c(=O)n1CC)CCC3 | -1 | -9
Cc1ccc(S(=O)(=O)Nc2ncc(C(F)(F)F)cc2Cl)cc1 | 0 | -8
Cc1nc2ccccc2c2oc(C(=O)NCCCN3CCCC3=O)cc12 | 7 | 5
COc1ccc(C(=O)N/N=C/c2ccc(SC)cc2)cc1 | -1 | -4
COc1ccc(Nc2nnc(SCC(=O)c3cc(C)n(CC4CCCO4)c3C)s2)cc1 (stereo not drawn) | 37 | 0
CCC(C)NC(=O)c1cn(C)c(=O)c2cc(OC)c(OC)cc12 (stereo not drawn) | -9 | 18
CC(C)(C)n1ncc2c(=O)n(CC(=O)Nc3ccc4c(c3)OCCO4)cnc21 | 7 | -4
COc1ccc(C(=O)Nc2ccccc2[N+](=O)[O-])cc1S(=O)(=O)N1CCOCC1 | 14 | -3
C[C@H](CO)N1C[C@H](C)[C@@H](CN(C)C(=O)Nc2ccc(C(F)(F)F)cc2)Oc2ccc(NC(=O)Nc3ccccc3)cc2C1=O | 5 | -5
Cc1ccc2nsnc2c1N(S(C)(=O)=O)S(C)(=O)=O | -5 | 8

Remaining list, next part.
Compound | H9c2 TAG inh | H9c2 TAG inh DAPI viability
COCCN(Cc1cc2cc3c(cc2nc1Cl)OCO3)C(=O)c1cccc(C)c1 | -21 | 1
C=CCCC(=O)NC1CCCc2c1cnn2-c1ccccc1F (stereo not drawn) | -12 | -2
O=C(COc1ccc(Cl)cc1)Nc1cc2c3c(c1)CC(=O)N3CCC2 | -4 | -4
CC1(C)Cc2ccccc2-c2nnc(SCc3ccc(C#N)cc3)n21 | -42 | 9
O=C(O)c1sccc1S(=O)(=O)N1CCOCC1 | -3 | -5
CCOC(=O)N1CCN(CC(=O)Nc2cc(OC)c(OC)cc2C#N)CC1 | -11 | 7
Cc1oc(-c2cccc(Br)c2)[n+]([O-])c1C | 8 | -11
CCNc1c(NCC)c(=O)c1=O | -5 | -6
O=C(C1=C[C@H](C2CC2)C[C@H](OCCCCO)O1)N1CCN(Cc2ccccc2)CC1 | -13 | -5
COc1ccccc1CN1CC(C(=O)NCc2nc3ccccc3n2C)CCC1=O (stereo not drawn) | -11 | 0
CC1CC(C)(C)CC2(C1)NC(=O)N(CC(=O)N1CCN(S(=O)(=O)c3cccs3)CC1)C2=O (stereo not drawn) | -12 | 2
CC(=O)N1CCCN(C(=O)c2ccc3nc(Cc4cccc(Cl)c4)oc3c2)CC1 | -20 | 1
CCc1c(C)sc(NC(=S)N2CCN(CC)CC2)c1C(=O)OC | -3 | 26
O=C(Nc1nccs1)c1ccc2sc([C@H]3C[C@H](O)[C@@H](CO)O3)nc2c1 | -2 | 2
O=C(N/N=C\c1cccc(Br)c1)c1ccccc1-n1cccc1 | -16 | -2
NC(=O)c1ccc(-c2nnn(CC(=O)Nc3cccc(S(=O)(=O)N4CCCC4)c3)n2)cc1 | -12 | 7
Nn1c(Cc2ccc(Br)cc2)n[nH]c1=S | 0 | -14
O=C(COc1cc(F)ccc1[N+](=O)[O-])Nc1ccc(N2CCCCC2)cc1 | -20 | 10

Screening data (PubChem)

An excerpt. The share of hits here may be higher or lower than overall.
